Source: PubChem BioAssay (National Center for Advancing Translational Sciences (NCATS))
G9a inh – qHTS Assay for Inhibitors of Histone Lysine Methyltransferase G9a | AID 504332, 2011 | Potency, µM (doses to about 102 µM), without a hit: top-dose activity, negative = inhibition, actives largely listed as inhibitors | 8.8% of 350,000 active | Histone-lysine N-methyltransferase EHMT2 (Homo sapiens), Q96KQ7 | G9a H3K9 monomethylation, AlphaScreen, 2 h; also: potency is read from the fitted curve at half-maximal effect; % is scaled to controls: 0 for no effect and ±100 for the full control effect; nearly all actives have a fitted effect of over 75% in size
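G9a (20 nM) was preincubated 15 min with compound, then reacted 2 h at room temperature with 500 nM biotin-H3K9 peptide and 20 µM SAM. Monomethyl-H3K9 detected by AlphaScreen using anti-H3K9me1 antibody.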
Pin1 inh – qHTS Assay to Find Inhibitors of Pin1; Peptidyl-prolyl cis-trans isomerase NIMA-interacting 1 (Homo sapiens), Q13526; Pin1 FP peptide displacement, HiFluor488, 10 min; Potency, µM (titrated, usually from 115 µM), for the others: at the top dose activity, negative = inhibition, actives largely listed as inhibitors; 0.009% of 390,000 active; AID 504891, 2011; active = well fitted inhibition curve with a large enough effect in the polarisation, with a control signal flat, not every such curve was filed as active; inconclusive = small, poorly fitted or top-dose-only effect, or effect the other way, or a change in a side signal; inactive = no such curve, though single readings can be large or run the other way; the % refers to the polarisation; also: potency is read from the fitted curve at half-maximal effect; % is scaled to controls: 0 for no effect and ±100 for the full control effect
BAZ2B inh – qHTS Assay for Inhibitors of BAZ2B; Bromodomain adjacent to zinc finger domain protein 2B (Homo sapiens), Q9UIF8; AlphaScreen BAZ2B-H3K14Ac peptide displacement; Potency, µM (highest dose often 114 µM), for inactives: at the top dose activity change, negative = inhibition, usual class: inhibitors; 4.4% of 360,000 active; also: potency is read from the fitted curve at half-maximal effect; % is scaled to controls: 0 for no effect and ±100 for the full control effect; nearly all actives have a fitted effect of over 60% in size
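Inhibition is scored as reduced AlphaScreen emission. The BAZ2B/b-H3(5-23)K14Ac complex (50 nM each) in PBS pH 7.4, 0.01% Tween-20 meets compound (up to 110 uM) for 30 min at RT before bead addition.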
POLH inh – qHTS for Inhibitors of Polymerase Eta. DNA polymerase eta (Homo sapiens), Q9Y253. recombinant Pol eta, fluorescent DNA replication assay. Potency, µM (top dose mostly 114 µM), inactives show at the top dose activity change, negative = inhibition, most hits filed as inhibitors. 1.2% of 390,000 active; also: potency is read from the fitted curve at half-maximal effect; % is scaled to controls: 0 for no effect and ±100 for the full control effect
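Pol eta (10 nM) was preincubated with compounds for 15 min at room temperature, after which fluorescent replication substrate (50 nM final) was added to start the reaction. Fluorescence was read kinetically at 0 and 10 min.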
GLS inhibitor – qHTS for Inhibitors of Glutaminase (GLS). GLS enzymatic activity, qHTS titration. Potency, µM (series often up to 45.5 µM), for inactives: at the top dose activity change, negative = inhibition, hits mostly inhibitors. 0.21% of 410,000 active. AID 624170, 2012; also: potency is read from the fitted curve at half-maximal effect; % is scaled to controls: 0 for no effect and ±100 for the full control effect
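Glutamate formation by hKGA was monitored fluorometrically using coupled glutamate oxidase, HRP and Amplex Red. Substrate was added as 1 mM L-glutamine solution; incubation was 30 min at RT after an initial read.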
HP1b chromo inh – HTS for Inhibitors of HP1-beta Chromodomain Interactions with Methylated Histone Tails. Chromobox protein homolog 1 (Homo sapiens), P83916. Potency, µM (titrated, usually from 114 µM), for the others: at the highest dose activity change, negative = inhibition, usual class: inhibitors. 0.56% of 390,000 active. AlphaScreen HP1-beta / biotin-H3K9me3 peptide binding. AID 540317, 2011; also: potency is read from the fitted curve at half-maximal effect; nearly all actives have a fitted effect of over 70% in size; inactives centre near 23
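Compound inhibition of the preformed complex between 50 nM HP1-beta and 50 nM biotinylated H3K9me3 peptide was read by AlphaScreen. Buffer was PBS pH 7.4 with 0.01% Tween-20. Incubations ran 30 min at room temperature, with 10 ug/mL donor/acceptor beads.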
Tb PGK inh – qHTS Assay to Find Inhibitors of Phosphoglycerate Kinase. Phosphoglycerate kinase, glycosomal (Trypanosoma brucei brucei), P07378. PGK/GAPDH coupled, Kinase-Glo luminescence, 60 min. Potency, µM (doses to about 57.5 µM), for the others: at the top dose activity change, negative = inhibition, hits mostly inhibitors. 0.043% of 380,000 active; also: potency is read from the fitted curve at half-maximal effect; % is scaled to controls: 0 for no effect and ±100 for the full control effect; nearly all actives have a fitted effect of over 60% in size
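Recombinant glycosomal PGK reaction used 1,3-bisphosphoglycerate generated in-well by GAPDH (100nM final) in 100mM TEA pH 7.6, 5mM MgCl2, 0.01% Tween-20. After 60 minutes at room temperature, ATP was read by Kinase-Glo Plus luminescence end-point.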
PI4K2A block – qHTS for small molecular inhibitors of PI4K2A | purified PI4K2A, ADP-Glo luminescence, 1 h; hits give low values | activity change, negative = inhibition, % at 76.9 µM | 0.13% of 420,000 active; in the data active = activity change below about -50%; inconclusive = mostly about -30% to -49%;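 also: -100% = wells without enzyme as full effect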
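ADP-Glo luminescence measured ADP generated by PI4K2A enzyme (4 ug/mL before mixing) with 1.2 mM PI substrate (pre-mix) and 300 microM ATP (pre-mix). Tris pH7.5 buffer with MgCl2, Triton X-100; 1 h reaction at ambient temperature.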
JMJD2A Tudor – qHTS Assay for Inhibitors of JMJD2A-Tudor Domain. Lysine-specific demethylase 4A (Homo sapiens), O75164. Potency, µM (doses to about 114 µM), for the others: at the highest dose activity change, negative = inhibition, hits mostly inhibitors. AlphaScreen JMJD2A-Tudor / H3K4me3 peptide binding. 4.4% of 390,000 active; also: potency is read from the fitted curve at half-maximal effect; % is scaled to controls: 0 for no effect and ±100 for the full control effect; nearly all actives have a fitted effect of over 50% in size
Starred values were filed as active, the others as inactive; i = inactive; u = inconclusive; x = not tested or not shown; & = joins results of further samples; [ ] = remark or other dose. Unless noted, calls follow the shape of the dose curve; as a rule, active = well fitted curve in the direction sought with a large enough effect; inconclusive = small, poorly fitted or top-dose-only effect, or another doubt; inactive = no such curve, though single readings can be large; an effect the other way counts as inactive or inconclusive.

SMILES	G9a inh	Pin1 inh	BAZ2B inh	POLH inh	GLS inhibitor	HP1b chromo inh	Tb PGK inh	PI4K2A block	JMJD2A Tudor
O=C(NC(c1ccc(Cl)cc1)c1cc(Cl)c2cccnc2c1O)c1cccnc1 (stereo not drawn)	11%[59 µM]	25%	3%	-14%	1%	32%	-8%	2	-21%
Cc1ccnc(NS(=O)(=O)c2ccc(NS(=O)(=O)Cc3ccccc3)cc2)n1	-19%	-9%	-3%	6%	-10%	22%	-2%	-4	-8%
CCOC(=O)N1CCN(C(=O)C(NC(=O)c2ccc(C(C)(C)C)cc2)C(C)C)CC1 (stereo not drawn)	16%[12.7 µM]	3%	7%	-13%	-1%	42%[activator]	-9%	-3	0%
COc1ccccc1CNS(=O)(=O)c1cc(-c2cc(C)no2)ccc1C(C)C	x	28%	-9%	-18%	2%	45%[activator]	i	3	-24%
Cc1ccc(SCC(=O)c2cc(C)c(O)c(C)c2)cc1	6%[12.7 µM]	-4%	4%	-17%	-10%	17%	x	1	-6%
CC(C)OC(=O)/C(=C/c1ccco1)c1ccccc1	x	7%	22%	-22%	1%	-1%	-5%	1	5%
C/C=C\C=C\C(=O)N1CC2(CC(c3cccc(NC(=O)CC(c4ccccc4)c4ccccc4)c3)=NO2)C[C@H]1C(N)=O (stereo partly drawn)	-41%[12.7 µM]	44%[activator]	u	u	-26%	-5%	-10%	-19	u
Cc1ccc(C)c(Cn2c(=O)n(-c3ccc(F)cc3)c(=O)c3sc4ccccc4c32)c1	-3%[59 µM]	0%	-2%	3%	1%	32%	-7%	-2	-11%
Cn1c(=O)c2c(nc(OCc3cccnc3)n2Cc2c(F)cccc2Cl)n(C)c1=O	15%[59 µM]	6%	0%	-11%	4%	42%	i	2	-2%
CCOc1ccc(-c2cc(C(=O)N3CCN(c4ccccn4)CC3)c3ccccc3n2)cc1	-33%[12.7 µM]	0%	-4%	-5%	0%	41%[activator]	i	5	-22%
Cn1c(-c2csc(-c3ccccc3)n2)n[nH]c1=S	-136%[59 µM]	14%	-18%	-3%	-27%	-5%	-4%	-1	28µM*
CN1CCN(c2ccccc2NC(=O)Cc2cn(C)c3ccccc23)CC1	-11%	-5%	4%	-7%	-5%	46%[activator]	-3%	7	-16%
COc1ccc(CN2CC(C(=O)N3CC(C)CC(C)C3)CC2=O)cc1 (stereo not drawn)	2%[59 µM]	1%	-3%	1%	1%	-5%	-9%	0	-25%
COC(=O)C1C2CC3c4[nH]c5cc(OC)ccc5c4CCN3CC2CC(OC2CCCCO2)C1OC (stereo not drawn)	x	x	x	-3%	-3%	x	4%	-8	x
Cc1cccc(OCCSc2nc3ccccc3n2CC(=O)O)c1	-6%[0.501 µM]	3%	10%	-9%	-6%	31%	-1%	3	-3%
CSC(=CC(=O)c1ccc(F)cc1)SC	x	-4%	-7%	-21%	2%	16%	i	2	1%
CCN(CC)NC(=S)Nc1ccccc1	32%	-1%	1%	-7%	20%	38%	-2%	2	4%
CCOc1ccc(S(=O)(=O)NCCC(=O)NCC(c2ccc(OC)cc2)N2CCOCC2)cc1 (stereo not drawn)	x	x	x	3%	1%	x	2%	0	x
CC1CN(S(=O)(=O)c2ccc(Cl)c(S(=O)(=O)N3CC(C)OC(C)C3)c2)CC(C)O1 (stereo not drawn)	-6%[59 µM]	-5%	x	0%	-19%	10%	-13%	3	-10%
O=C1/C(=C\c2ccco2)CCC/C1=C\c1ccco1	u	u	45µM*	u	3%	45µM*	-3%	-28	45µM*
COc1ccc(CCNS(=O)(=O)c2ccc(N3CCCCS3(=O)=O)cc2)cc1OC	15%[59 µM]	-12%	-3%	-16%	-16%	29%	-12%	-18	5%
CCN(CC)S(=O)(=O)c1ccc(C(=O)OCC(=O)N2CCN(C(=O)c3ccco3)CC2)cc1	3%[12.7 µM]	-2%	5%	-10%	4%	51%[activator]	4%	2	-7%
COc1ccc(Cl)cc1N(C)C(=O)CCNC(=O)Cn1cnc2ccccc2c1=O	u	1%	-8%	-2%	7%	16%	-3%[11.5 µM]	3	0%
COc1ccc(-n2nnnc2/C=C\Nc2ccc(C)cc2)cc1	-33%	13%	-1%	-6%	3%	32%[activator]	-2%	0	-8%
CC[C@]1(C(=O)OC)[C@H]2C(=O)N(C)C(=O)[C@H]2[C@H]2CN=C(SCc3ccc(OC)cc3)N21	x	-5%	x	-23%	1%	14%	-10%	-6	89µM*
C=CCSc1nc(N)c2c3c(sc2n1)CN(C)CC3	u	0%	-3%	0%	u	14%	i	4	-21%
COCCN(C(=O)COC(=O)CCCc1c[nH]c2ccccc12)c1c(N)n(Cc2ccccc2)c(=O)[nH]c1=O	x	4%	x	-3%	5%	14%	6%	-2	-14%
CCCS(=O)(=O)C/C(N)=N/OC(=O)c1ccccc1Cl	40µM*	-20%	-32%	3%	-6%	10%	-3%	-6	-9%
CCOC(=O)c1c(CSc2ccsc2)n(C)c2cc(Br)c(O)c(CN(C)C)c12	32µM*	-1%	u	-5%	-12%	-24%	-5%	1	u
C/C(CC(=O)Nc1ccccc1-c1ccccc1)=N\NC(=O)COc1ccc(C)cc1Br	22%	0%	u	-18%	11%	15%	7%	9	-28%
O=C(OCC(=O)N1CCCc2ccccc21)c1cccc(C(F)(F)F)c1	64%[activator]	-1%	35%	-15%	-11%	104%[activator]	-7%	-5	36%[activator]
Cn1c(CNC(=O)CNS(=O)(=O)c2ccc(Br)cc2)cc(=O)n(C)c1=O	x	-14%	29%	-21%	0%	66%[activator]	-3%	3	-6%
Cc1ccc(S(=O)(=O)CCC(=O)OCc2cc(C)ccc2C)cc1	19%[12.7 µM]	-2%	46%[activator]	-21%	-4%	38%	-1%	0	51%[activator]
CCN(CCCNC(=O)COc1cc(=O)n(CC)c2ccccc12)c1ccccc1	11µM*	1%	u	-18%	21%	-5%	-7%	-3	u
CC(C)c1ccc(S(=O)(=O)NCc2ccc3c(c2)CCN3C(=O)c2ccccc2)cc1	10%[59 µM]	23%	2%	-18%	6%	20%[57 µM]	-7%	-4	-18%
CCOC(=O)CCCCCC(=O)Nc1ccc2c(c1)C(=O)N([C@H](C)CO)C[C@@H](C)[C@@H](CN(C)C(=O)CCC(F)(F)F)OCCCC[C@H](C)O2	x	x	x	-4%	-2%	x	-6%	-3	x
CCN(CC)CCN1C(=O)C2C(C(=O)Nc3cc(C)cc(C)c3)C3C=CC2(O3)C1C(=O)NC1CCCCC1 (stereo not drawn)	-8%	2%	3%	-7%	2%	7%	7%	-17	-8%
CCOC(CNC(=O)C(=O)Nc1cc2c3c(c1)CCN3C(=O)CC2)OCC	x	-3%	-7%	-11%	-8%	16%	-1%	-5	-13%
CCC(C)NS(=O)(=O)c1ccc(OCC(=O)Nc2ccc3c(c2)OCCO3)cc1 (stereo not drawn)	10%	-10%	10%	4%	-6%	22%	i	-20	-24%
Cc1[nH]nc2oc(=O)c(CCO)c(C)c12	u	-8%	-6%	7%	1%	28%	-3%	-2	-10%
COc1cc(NC(=O)c2cc(-c3ccc(Cl)c(Cl)c3)on2)cc(OC)c1OC	1%[59 µM]	9%	4%	-9%	-3%	38%	-6%	1	-2%
Cc1onc(-c2ccccc2)c1C(=O)NNC(=O)c1ccccc1O	-3%	-10%	-3%	-20%	7%	57%[activator]	i	0	-9%
Cc1c(Br)c([N+](=O)[O-])nn1CC(=O)N1CCN(Cc2ccccc2)CC1	-44%	-3%	u	1%	0%	61%[activator]	0%	1	-4%
Cc1cc(C)cc(OCC(=O)OCC(=O)N2CCc3ccccc32)c1	22%	12%	4%	-18%	5%	65%[activator]	1%	0	9%
CC(C)=CCc1cc(-c2oc3cc(O)cc(O)c3c(=O)c2O)ccc1O	x	6%	x	u	-3%	6%	u	4	-29%
O=C(CSc1nnc(COc2ccccc2)o1)N1CCN(c2ccccc2)CC1	u	-12%&-11%	11%	-18%	3%	20%&6%	3%	0	-12%&-22%
CCOc1ccc(NC(=O)Nc2nnc(N3CCCCC3C)s2)cc1 (stereo not drawn)	-49%[59 µM]	9%	u	-18%	-9%	36%	5%	2	-20%
CC(C)Cn1c(-c2ccco2)csc1=Nc1cccnc1	45µM*	6%	32µM*	u	-1%	-9%	-2%	-6	-31%
O=C(O)c1ccccc1-c1nnc2c(Cl)cc(C(F)(F)F)cn12	u	-7%	-5%	3%	11%	19%	-1%	1	-2%
CN(Cc1ccco1)C(=O)c1cc2c(s1)-c1ccc(Cl)cc1S(=O)(=O)C2	18%[59 µM]	-3%	-24%	-9%	-4%	22%	-7%	2	-2%
Cc1csc(NC(=O)Cc2ccc(F)cc2)n1	x	-14%	-6%	-17%	-13%	31%	10%	-2	3%
N=c1c(S(=O)(=O)c2ccc(Br)cc2)cc2c(=O)n3ccccc3nc2n1C1CCCCC1	-7%[0.0925 µM]	0%	-11%	-17%	5%	18%	0%	0	-8%

Not all compounds are listed; rates above refer to the full screens.
